# mIAP act – mouse IAP activation | activation factor at 10 µM | 330,000 compounds, 0.24% hits | muIAP, CDP-Star luminescence, 30 min; stronger effect = higher value; 1 = vehicle-only enzyme signal, 0 = enzyme-free wells;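 active = activation factor of at least 2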; note: the source names both 10 and 20 µM as test concentration; values of inactives mirror those of a sister screen read the other way
#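 System: Mouse IAP enzyme | Also added: CDP-Star substrate | Dosing: Compounds dispensed in DMSO | Schedule: 30 min enzyme-substrate-compound incubation at room temperature | Technique: Chemiluminescence readout | Control set: DMSO-only wells and no-enzyme negative control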
# mIAP inh – mouse IAP inhibition. inhibition, % at 10 µM. 330,000 compounds, 0.2% hits. purified mouse IAP, CDP-Star luminescence, 30 min;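 active = inhibition of at least 40% at 10 µM in the primary screen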;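 note: plate controls were DMSO with enzyme for no effect and no enzyme wells for full effect; values of inactives mirror those of a sister screen read the other way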
# PfGluPho inh – PfG6PD (Plasmodium falciparum) enzyme inhibition | 350,000 compounds, 0.78% hits | PfGluPho enzyme, NADPH resazurin-diaphorase fluorescence | inhibition, % at 20 µM;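 active = inhibition reaching at least a set limit at 20 µM in the primary screen, cut at about 59% in these data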;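 note: 0% = DMSO wells with substrate and 100% = DMSO wells lacking glucose-6-phosphate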
# APOBEC3A inh – human APOBEC3A DNA deaminase inhibition; recombinant A3A, FAM/TAMRA ssDNA deamination fluorescence; 330,000 compounds, 0.41% hits; inhibition, % at 20 µM; P31941;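 active = at least 40% inhibition at 20 µM here, with at most 30% in a related deaminase screen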;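 note: plate controls were A3A with DMSO for no effect and wells lacking A3A enzyme for full effect; some results filed as inactive read as strong as hits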
# Target sequence (P31941 whole entry, looked up): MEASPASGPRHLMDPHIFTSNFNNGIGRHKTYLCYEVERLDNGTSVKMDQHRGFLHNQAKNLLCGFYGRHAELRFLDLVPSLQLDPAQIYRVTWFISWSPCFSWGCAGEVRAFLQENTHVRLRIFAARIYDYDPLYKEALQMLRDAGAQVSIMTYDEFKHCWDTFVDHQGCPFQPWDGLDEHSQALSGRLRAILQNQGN
# hIAP block – human IAP inhibition | P09923 | purified IAP, CDP-Star luminescence, 30 min | inhibition, % at 10 µM | 330,000 compounds, 0.12% hits;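 active = inhibition reaching a set limit with compound at 10 µM in the primary screen, cut at about 35% in these data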;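 note: plate controls were DMSO wells with enzyme for no effect and no-enzyme buffer wells for full effect; values of inactives mirror those of a sister screen read the other way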
# hIAP activ – increases human intestinal alkaline phosphatase activity; 330,000 compounds, 0.16% hits; P09923; activation factor at 10 µM; purified human IAP, CDP-Star luminescence, 30 min; stronger effect = higher value; 1 = vehicle-only enzyme, 0 = enzyme-free background;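 active = activation factor of the enzyme at least 2-fold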; note: the source names both 10 and 20 µM as test concentration; values of inactives mirror those of a sister screen read the other way
# HKDC1 inhibitor – inhibitors of human hexokinase HKDC1 | 340,000 compounds, 0.16% hits | Q2TB90 | inhibition, % at 20 µM | recombinant HKDC1, G6PDH/diaphorase resazurin coupled fluorescence;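 active = inhibition above about 35% when tested at 20 µM, limit read from the data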;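 note: plate controls were DMSO wells with enzyme for no effect and DMSO wells lacking enzyme for full effect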
#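 Material – in-house recombinant HK5 (HKDC1) enzyme · Quantity – HKDC1 at 5 µg/mL · Buffer or medium – pH 8.0 Tris buffer with 10 mM MgCl2 · Reagent – glucose with 1 mM ATP · Dosing – single 20 µM dose · Times – reaction time 90 min, room temperature, protected from light · Technique – resorufin fluorescence at 613 nm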
# ATG4B inhibitor – inhibitors of human ATG4B cysteine protease. Q9Y4P1. ATG4B cleavage of LC3-PLA2, NBD-HPC fluorescence, 1 h. inhibition, % at 8.33 µM. 340,000 compounds, 0.51% hits. AID 504462; in the data active = inhibition above about 40%
# Target sequence (Q9Y4P1 whole entry, looked up): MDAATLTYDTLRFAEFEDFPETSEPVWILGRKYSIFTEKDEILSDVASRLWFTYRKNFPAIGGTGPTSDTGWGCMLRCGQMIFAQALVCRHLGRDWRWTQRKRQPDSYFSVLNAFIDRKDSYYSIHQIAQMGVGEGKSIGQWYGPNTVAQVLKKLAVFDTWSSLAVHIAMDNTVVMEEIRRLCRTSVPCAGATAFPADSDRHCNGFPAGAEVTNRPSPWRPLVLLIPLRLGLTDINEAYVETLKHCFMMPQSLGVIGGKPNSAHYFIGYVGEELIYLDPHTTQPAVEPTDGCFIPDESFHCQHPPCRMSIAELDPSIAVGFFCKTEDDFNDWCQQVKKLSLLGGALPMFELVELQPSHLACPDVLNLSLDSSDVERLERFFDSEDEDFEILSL
# The depositor's hits bear a star.
SMILES,mIAP act,mIAP inh,PfGluPho inh,APOBEC3A inh,hIAP block,hIAP activ,HKDC1 inhibitor,ATG4B inhibitor
COc1ccc(CCNC(=O)COC(=O)Cc2cc(OC)c(OC)c(OC)c2)cc1,0.92,8,-10,-1,-10,1.1,-10,-6
O=C(N/C(=C/c1ccc(Br)cc1)C(=O)N1CCCCC1)c1ccccc1F,1,0,11,7,4,0.96,-10,4
COc1cc(C(=O)OCC(C)=O)c([N+](=O)[O-])cc1OC,1,-4,-3,2,-5,1.1,0,-4
Cc1cc(C(=O)OCC(=O)NC(C)C)c2ccccc2n1,1.1,-10,-3,7,-16,1.2,-5,-8
Nn1c(SCC(=O)Nc2ccc3c(c2)OCO3)nnc1C(F)(F)F,0.97,3,11,1,-14,1.1,2,-7
O=C(NC1CCCC1)c1sc(=S)n2c1[nH]c(=O)c1ccccc12,0.95,5,5,-7,3,0.97,21,17
C=CCS(=O)(=O)c1nc2ccccc2s1,1,0,6,1,-10,1.1,-2,3
CCOC(=O)C1CCN(C(=O)c2ccccc2NS(=O)(=O)c2ccc(F)c(F)c2)CC1,0.97,3,-25,-1,3,0.97,3,2
O=C1CN(C(=O)c2ccc(Br)o2)C(c2ccccc2)c2cc(Cl)ccc2N1 (stereo not given),1.1,-8,10,-4,-4,1,-3,-17
Cc1ccc2c(c1)[C@@H]1[C@H](CO2)[C@H](c2ccccc2)[C@]2(C)C(=O)N[C@H](C)C(=O)N12,1.1,-7,14,2,13,0.87,-5,2
COc1ccc2cc(CN(Cc3ccco3)C(c3nnnn3C3CCCCC3)C(C)C)c(=O)[nH]c2c1 (stereo not given),0.97,3,5,0,1,0.99,-3,4
COc1ccc(C(=O)CC(=O)C(=O)Nc2cc(OC)ccc2OC)cc1,1.1,-10,-11,-2,1,0.99,3,5
c1ccc(Cn2nnnc2C(c2cccs2)N2CCSCC2)cc1 (stereo not given),1.1,-7,11,-3,-2,1,-7,-4
COc1ccc(N=C2SCC(c3ccc(C)cc3)=NN2CCO)cc1,0.97,2,-4,3,16,0.84,5,0
Cc1ccccc1NC(=O)CN1CCN(C(=O)c2ccco2)CC1,1.1,-14,6,6,4,0.96,-5,-8
O=C(COc1ccccc1F)NCc1nc2ccccc2[nH]1,0.86,14,6,-2,3,0.97,-3,1
COc1ccc(NC(=S)NC(=O)/C=C/c2ccccc2)cc1,0.9,10,-7,-2,-1,1,-2,10
O=C(CCS(=O)(=O)c1ccc(Br)cc1)N1CCN(c2ccccc2Cl)CC1,0.87,13,1,-2,16,0.84,15,14
COc1ccccc1C(=O)NC(=O)COC(=O)CNC(=O)c1ccc(Cl)cc1Cl,0.98,2,-7,-2,8,0.92,0,-3
COC1=C/C(=C/c2c(O)c(C#N)c3ccccn23)C=CC1=O,0.83,17,25,5,15,0.85,3,0
O=C(NC1CCS(=O)(=O)C1)c1cnccn1 (stereo not given),0.98,2,-7,-2,9,0.91,3,-3
O=C(CSc1nc2[nH]ncc2c(=O)[nH]1)N1CCCC1,0.94,6,6,-5,-24,1.2,-9,-3
Cc1cccc(NC(=O)c2ccc(Cn3cc(C(F)(F)F)ccc3=O)cc2)c1,1,0,4,0,-35,1.3,-4,-10
COc1ccccc1NC(=O)CSc1nnc(CNC(=O)c2cccs2)o1,0.99,1,-2,-3,3,0.97,-3,-5
Cc1ccc2c(c1)[C@@H]1[C@H](CO2)[C@H](c2ccccc2)[C@@]2(C)C(=O)N[C@H](C)C(=O)N12,1,-4,7,-1,15,0.85,-7,1
Cc1ccc(Cn2ncc3c(N4CCOCC4)ncnc32)cc1,1,-1,1,4,-20,1.2,-6,-9
CC1CC(=O)C2=C(C1)Nc1ccccc1N=C2 (stereo not given),0.98,2,3,0,3,0.97,-8,-14
COc1ccc(CNC(=O)C/C(C)=N/NC(=O)C(c2ccccc2)c2ccccc2)cc1,1,0,-13,5,-15,1.1,2,-10
O=C(C1=C[C@H](C2CCCCC2)C[C@H](OCCCCO)O1)N1CCOCC1,0.98,2,-13,-4,0,1,-1,-3
CCOc1ccc(-c2[nH]nc3c2C(c2cccnc2)C(C#N)=C(N)O3)cc1 (stereo not given),0.88,12,-1,-1,8,0.92,11,5

# Reformatted tab-delimited: part of the list above.
mol	mIAP act	mIAP inh	PfGluPho inh	APOBEC3A inh	hIAP block	hIAP activ	HKDC1 inhibitor	ATG4B inhibitor
O=C(CSc1nc2[nH]ncc2c(=O)[nH]1)N1CCCC1	0.94	6	6	-5	-24	1.2	-9	-3
Cc1cccc(NC(=O)c2ccc(Cn3cc(C(F)(F)F)ccc3=O)cc2)c1	1	0	4	0	-35	1.3	-4	-10

# Continued.
SMILES,mIAP act,mIAP inh,PfGluPho inh,APOBEC3A inh,hIAP block,hIAP activ,HKDC1 inhibitor,ATG4B inhibitor
Cn1c(SCC(=O)NC(C)(C)C)nnc1-c1cnccn1,0.96,4,-4,2,14,0.86,-6,-2
COc1ccccc1N=Nc1c(C)n[nH]c1C,0.94,6,3,1,-9,1.1,-1,-1
Cn1c(N)c(C(=O)COC(=O)c2cc(S(=O)(=O)N3CCCCC3)ccc2Cl)c(=O)n(C)c1=O,1,0,7,14,-14,1.1,-10,-15
O=C(Nc1ccc(N2CCCC2)c(Cl)c1)c1cccnc1,0.98,2,4,-7,-13,1.1,-4,-3
C/C(CCC1CC(C)OC1=O)=N/Nc1nc(-c2ccccc2)cs1 (stereo not given),0.77,23,33,-6,12,0.88,-6,-17
NC(=O)c1cc(S(=O)(=O)NCc2cccs2)cs1,1,-3,-9,-1,-7,1.1,0,-3
Cc1cccc(Oc2coc3cc(OC(=O)c4cc5ccccc5oc4=O)ccc3c2=O)c1,1,-2,-12,-3,-24,1.2,2,5
CC(C)(C)C1CCC(OC(=O)C[N+]2(C)CCCC2)CC1 (stereo not given),1.1,-8,19,47*,7,0.93,-1,-2
C=CCOC(=O)C1=C(C)OC(N)=C(C#N)C1c1ccccc1F (stereo not given),1,0,-13,-2,30,0.69,7,1
COc1cc2ccccc2cc1C(=O)Nc1ccc(Br)cn1,0.97,3,1,-1,6,0.94,-4,4
CC(=O)c1c(C)[nH]c(C(=O)Nc2cccc(C#N)c2)c1C,0.97,3,11,-5,-2,1,-6,2
CC(C)CC(=O)NC(=S)Nc1cccc(NC(=O)c2ccccc2Cl)c1,0.97,3,7,2,0,1,0,-11
O=S1(=O)N=C(Nc2nncs2)c2ccccc21,0.89,11,19,0,19,0.81,16,-8
CC(C)n1cc(C(=O)N2CCCC(N3CCN(c4ccc(F)cc4)CC3)C2)cn1 (stereo not given),0.93,7,7,-5,-36,1.4,-1,3
COc1cc(C(=O)Nc2ccc(S(=O)(=O)Nc3onc(C)c3C)cc2)cc(OC)c1OC,0.98,2,-32,-7,1,0.99,-2,-5
Cc1ccc2cc(C)c(SCC(=O)Nc3cc(C)on3)nc2c1,1,-1,-17,-5,-13,1.1,1,8
Oc1c(Cl)cc(CN2CCOCC2)c2cccnc12,1.1,-7,15,-5,-26,1.3,4,-5
CCOc1ccccc1NC(=O)CCC(=O)Nc1nnc(C2CCCCC2)s1,0.96,4,-9,0,-4,1,1,-3
CCC(CC)NCc1ccc2c(c1)c1ccccc1n2CC,1,-2,7,-3,-4,1,-7,-3
COc1ccc(/C=C2\N=C(SC)SC2=O)cc1OC,1,-2,0,-3,-7,1.1,3,-1
COc1ccc(N(CC(=O)N2CCCCCC2)S(=O)(=O)c2ccccc2)cc1,1,-2,-21,3,2,0.98,-2,1
Cc1cccc(NC(=S)NC2CCSc3ccccc32)c1 (stereo not given),4.3*,-329,0,1,-1,1,-1,42*
COc1ccc(CN2CCC(n3nccc3NC(=O)C3CC3)CC2)c(OC)c1OC,1,-2,7,-5,-2,1,-8,-2
O=C(NCCN1CCN(c2ccccc2)CC1)Nc1ccc(Cl)cc1,1.1,-9,0,-2,11,0.89,-2,-4
CC(=O)Nc1ccc(OCCC[n+]2cccc(C(=O)[O-])c2)cc1,0.87,13,7,-5,19,0.81,-4,-10
CC(=O)c1ccc(NC(=O)Cn2cnc(S(=O)(=O)N3CCOCC3)c2)cc1,0.99,1,-12,6,-2,1,-1,2
O=C(Cc1csc(NC(=O)Nc2ccc(Cl)cc2)n1)NCc1ccccn1,1.1,-6,-3,2,-19,1.2,-2,-8
O=C(CNC(=O)C12CC3CC(CC(C3)C1)C2)NC1=NCCS1,0.92,8,5,-1,8,0.92,7,2
CCCCCCOC(=O)C(C#N)c1nc2ccccc2nc1N1CCOCC1 (stereo not given),1,-1,10,-5,-11,1.1,0,-4
COc1ccc(Cl)cc1NC(=O)NCc1ccco1,1.1,-10,25,-4,-8,1.1,-4,-10

# Results in HKDC1 inhibitor and PfGluPho inh, for some of the entries so far:
SMILES,HKDC1 inhibitor,PfGluPho inh
CCC(CC)NCc1ccc2c(c1)c1ccccc1n2CC,-7,7
COc1ccc(/C=C2\N=C(SC)SC2=O)cc1OC,3,0
COc1ccc(N(CC(=O)N2CCCCCC2)S(=O)(=O)c2ccccc2)cc1,-2,-21
Cc1cccc(NC(=S)NC2CCSc3ccccc32)c1 (stereo not given),-1,0
COc1ccc(CN2CCC(n3nccc3NC(=O)C3CC3)CC2)c(OC)c1OC,-8,7

# The list continues.
SMILES,mIAP act,mIAP inh,PfGluPho inh,APOBEC3A inh,hIAP block,hIAP activ,HKDC1 inhibitor,ATG4B inhibitor
COc1ccc(-n2nc(C(=O)c3cccs3)cc(-c3nc4ccccc4[nH]3)c2=N)cc1,0.93,7,8,-3,-2,1,-4,-7
CCOc1ccc2c(c1)OC(c1ccc(C)cc1)(C(F)(F)F)NC2=O (stereo not given),0.96,4,17,2,-14,1.1,-9,-6
Cc1cc(C)cc(OCC(=O)NNC(=O)CCN2C(=O)c3ccccc3C2=O)c1,0.9,10,-1,-2,1,0.99,-3,5
Cc1ccc2nc(NC(=O)c3ccco3)sc2c1,0.94,6,-5,-1,-1,1,9,4
CC(C)NCc1cc(Br)ccc1OCc1ccccc1,1,-3,11,4,9,0.91,-8,-5
CCOC(=O)C1CCN(C(=O)CCCn2nc(CC)n3c(cc4occc43)c2=O)CC1,1,-2,6,-6,-6,1.1,-3,-11
Cc1ccccc1NC(C)C(=O)N/N=C/c1c[nH]c2ccccc12 (stereo not given),1.1,-6,9,-2,-2,1,-5,-12
NC(=O)c1cccc(-c2cccc(OC(=O)NC3CCCCC3)c2)c1,0.99,1,21,-1,7,0.93,0,-5
COC(=O)CSc1nnc(CNC(=O)c2ccccc2F)n1-c1ccccc1,1,0,-4,-2,-5,1.1,-7,-1
COc1cccc(C2[C@H](C)C3(CCN2C)OCCO3)c1 (stereo not given in full),1,-5,-21,4,-8,1.1,-9,-4
COc1ccc(C)cc1NC(=O)CCS(=O)(=O)c1cccc2nonc12,0.97,3,-12,0,-3,1,-1,-18
Cn1ccnc1SCC(=O)Nc1sccc1C#N,0.8,20,-7,2,-15,1.1,-1,-1
CCOc1cc(/C=C/C(=O)NCCc2ccc(S(N)(=O)=O)cc2)ccc1OCC(C)C,0.94,6,10,1,0,1,1,-22
Cc1ccccc1OCC(=O)N/N=C/c1c(C)nn(-c2ccccc2)c1Cl,0.77,23,10,-1,21,0.79,-5,7
Cc1noc(C)c1C(=O)N1CCCC(C(=O)c2ccc(Cl)cc2)C1 (stereo not given),1,-2,1,-4,-4,1,-14,1
Cc1c(CCC(C)C)c(=O)n2c([nH]c3ccccc32)c1C#N,0.91,9,-12,5,3,0.97,8,-9
CSc1ccc(Cl)c(C(=O)OCC(=O)NC2CC2)c1,1.1,-11,-1,1,10,0.91,-2,-5
COc1cc(Br)cc(CN2CCN(C=O)CC2)c1O,0.95,5,2,3,-1,1,-4,8
COC(=O)c1nn(-c2ccc(OC)cc2)c(=O)c2c(N)sc(C)c12,0.74,26,50,0,-7,1.1,-8,1
